NPC1 prom act: activators of NPC1 promoter. Huh7 NPC1 promoter luciferase reporter, 24 h. Potency, µM (titrated, usually from 9.22 µM), without a hit: at the highest dose activation, usual class: activators. actives 2.4% (n = 320,000);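 also: potency is read from the fitted curve at half-maximal effect; % of control where 0% means no effect; nearly all actives have a fitted effect of over 60% in size; reporter is driven by a mutant NPC1 promoter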
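Readout is luciferase luminescence, reflecting NPC1 promoter activation in stably transfected Huh7 cells after 24 h compound exposure at 37 °C in reduced-serum medium with 10% FBS.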
RORg inh: inhibitors of mouse ROR gamma transcriptional activity; actives 5.4% (n = 310,000); Potency, µM (doses to about 53.6 µM), for inactives: at the highest dose activity change, negative = inhibition, hits mostly inhibitors; Drosophila S2 Gal4-RORgamma UAS-luciferase reporter, 20 h; AID 2551; P51450; also: potency is read from the fitted curve at half-maximal effect; % is scaled to controls: 0 for no effect and ±100 for the full control effect; nearly all actives have a fitted effect of over 60% in size
Target sequence (P51450 whole entry, looked up, the tested form may be a part): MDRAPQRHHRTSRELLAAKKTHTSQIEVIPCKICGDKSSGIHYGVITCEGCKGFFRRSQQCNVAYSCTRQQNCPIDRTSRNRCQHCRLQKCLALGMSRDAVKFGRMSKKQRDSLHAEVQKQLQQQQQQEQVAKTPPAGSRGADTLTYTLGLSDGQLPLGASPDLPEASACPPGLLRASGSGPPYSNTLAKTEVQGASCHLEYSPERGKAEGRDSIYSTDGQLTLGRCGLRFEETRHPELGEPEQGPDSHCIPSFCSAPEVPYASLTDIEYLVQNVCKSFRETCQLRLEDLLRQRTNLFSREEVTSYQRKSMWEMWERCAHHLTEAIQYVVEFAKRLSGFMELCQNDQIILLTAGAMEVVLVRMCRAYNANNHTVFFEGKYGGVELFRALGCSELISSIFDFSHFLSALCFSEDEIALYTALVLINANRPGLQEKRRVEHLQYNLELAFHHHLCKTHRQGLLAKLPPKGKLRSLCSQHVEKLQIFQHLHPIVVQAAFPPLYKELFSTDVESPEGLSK
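Using a luciferase readout, inhibitors were identified by reduced reporter activity in Drosophila cells coexpressing a copper-inducible Gal4–ROR gamma fusion and UAS-driven Photinus luciferase, incubated 20 hr after 700 uM copper sulfate.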
BRCA1 expr up: activators of BRCA1 expression; Potency, µM (doses to about 46.1 µM), for inactives: at the highest dose activation, hits mostly activators; MCF7-BRCA1-FFLuc reporter, luminescence, 48 h; response scale: scaled: vehicle 0%, 10 µM genistein 100%; actives 1.1% (n = 380,000); also: potency is read from the fitted curve at half-maximal effect; nearly all actives have a fitted effect of over 80% in size; some results filed as inactive show a strong effect at the top dose
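Luminescence from a BRCA1-driven firefly luciferase in MCF7 cells was read after 48 h compound exposure at 37 C. Data normalized against DMSO and a 10microM genistein activation control, then curve-fitted across the titration.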
ELG1 genotox: induces genotoxicity in HEK293T cells with luciferase-tagged ELG1 | Potency, µM (top dose mostly 46 µM), without a hit: top-dose activity change, positive = activation, actives largely listed as activators | HEK293T ELG1-luciferase reporter, luminescence, 16 h | actives 1.3% (n = 330,000); also: potency is read from the fitted curve at half-maximal effect; % of control where 0% means no effect; nearly all actives have a fitted effect of over 60% in size
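DMSO vehicle served as control against compound-treated ELG1-luciferase HEK293T cells; exposure lasted 16 hr at 37 °C and 5% CO2, followed by ONE-Glo luminescence detection after 30 min.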
Menin-MLL TR inh: inhibitors of human menin-MLL interaction, mutant MLL peptide; Menin + Texas Red MLL mutant peptide, fluorescence polarization; Potency, µM (doses to about 61.6 µM), for inactives: at the highest dose FP activity change, negative = inhibition, usual class: inhibitors; actives 0.23% (n = 270,000); AID 1768; active = well fitted inhibition curve with a large enough effect in the polarisation, with a control signal flat, not every such curve was filed as active; inconclusive = small, poorly fitted or top-dose-only effect, or effect the other way, or a change in a side signal; inactive = no such curve, though single readings can be large or run the other way; the % refers to the polarisation; also: potency is read from the fitted curve at half-maximal effect; % of control where 0% means no effect; many of its hits are not listed in these tables
PKM2 activator: increases activity of human pyruvate kinase M2; purified PKM2, Kinase-Glo ATP luminescence, activation; response scale: 0% is enzyme alone, no compound; Potency, µM (series often up to 57.5 µM), for inactives: top-dose activation, usual class: activators; actives 0.34% (n = 260,000); AID 1631; also: potency is read from the fitted curve at half-maximal effect; % is scaled to controls: 0 for no effect and ±100 for the full control effect; nearly all actives have a fitted effect of over 55% in size
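hPK-M2, >95% pure; 0.1 mM ADP / 0.5 mM PEP final; imidazole pH7.2 buffer w/ 7 mM MgCl2, 50 mM KCl; 1 h RT; Kinase-Glo lum. Intermediate enzyme activity for dual inhibitor/activator qHTS.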
FLuc modulator: counter-screen for miR-21 project: firefly luciferase inhibitors or activators. purified FLuc, Km substrates, luminescence inhibition. AID 588342. Potency, µM (series often up to 57.5 µM), without a hit: at the top dose activity change, negative = inhibition, hits mostly inhibitors. P08659. actives 6.9% (n = 360,000);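 also: potency is read from the fitted curve at half-maximal effect; plate controls were vehicle for no effect and reference inhibitor for full effect; nearly all actives have a fitted effect of over 55% in size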
Target sequence (P08659 whole entry, looked up): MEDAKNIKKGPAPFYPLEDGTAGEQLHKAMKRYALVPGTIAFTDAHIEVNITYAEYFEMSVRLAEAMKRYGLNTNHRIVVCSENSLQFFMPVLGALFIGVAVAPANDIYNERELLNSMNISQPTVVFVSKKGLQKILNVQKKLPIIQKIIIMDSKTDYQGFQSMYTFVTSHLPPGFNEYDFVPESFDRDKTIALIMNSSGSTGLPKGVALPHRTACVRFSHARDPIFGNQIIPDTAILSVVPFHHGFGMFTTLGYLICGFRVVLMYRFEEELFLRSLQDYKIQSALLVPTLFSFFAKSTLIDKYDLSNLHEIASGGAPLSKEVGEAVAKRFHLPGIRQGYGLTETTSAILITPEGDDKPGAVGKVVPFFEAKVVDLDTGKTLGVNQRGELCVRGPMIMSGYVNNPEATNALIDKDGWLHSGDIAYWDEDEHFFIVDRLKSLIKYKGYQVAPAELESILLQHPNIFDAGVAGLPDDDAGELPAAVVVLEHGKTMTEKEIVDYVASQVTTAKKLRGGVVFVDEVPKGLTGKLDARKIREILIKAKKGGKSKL
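Biochemical qHTS of compounds, final roughly 60 µM downward over six points, against 10 nM purified firefly luciferase using Km concentrations of substrates (10 uM D-luciferin, 10 uM ATP) in Tris acetate pH 7.5 buffer; luminescence output.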
Giardia kill: kills Giardia lamblia. Giardia lamblia trophozoite viability. activity change, % at 7.66 µM, hits read low. actives 0.15% (n = 340,000); in the data active = activity change below about -80%; inconclusive = between about -30% and that limit;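 also: parasites exposed to compound for two days anaerobically before the ATP read; % is scaled to controls: 0 for no effect and ±100 for the full control effect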
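Trophozoite viability was measured as ATP-dependent luminescence, read 15-30 min after reagent addition. Before that, parasites at 100 cells/well were exposed to compounds for 48 h, anaerobically, at 37 deg C.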
Rab9 prom act: Rab9 promoter activation; Huh7 Rab9 promoter-luciferase reporter, luminescence, 24 h; Potency, µM (doses to about 9.22 µM), without a hit: at the highest dose activation, negative = inhibition, hits mostly activators; actives 2.8% (n = 320,000); also: potency is read from the fitted curve at half-maximal effect; % of control where 0% means no effect; nearly all actives have a fitted effect of over 60% in size
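Luminescence from Amplite-detected luciferase (10 minutes, ambient) reports Rab9 promoter activation. Before that, stable Rab9-luciferase Huh7 cells (1500/well, reduced-serum OP-MEM I plus 10% FBS) were exposed to compound for 24 hours at 37C.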
p53 reactivator: re-activators of mutant p53. H1299 p53-A138V BP100-luciferase reporter, luminescence, 24 h. Potency, µM (doses to about 92.2 µM), for the others: at the highest dose activity change, positive = activation, most hits filed as activators. actives 0.063% (n = 320,000); also: potency is read from the fitted curve at half-maximal effect; % of control where 0% means no effect; nearly all actives have a fitted effect of over 45% in size
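H1299 (p53-null), stable ts p53-A138V + BP100-Luc; 1000 cells/well, Opti-MEM/10% FBS; cpd 4 pt, 1:5; 24 h, 37 deg C, 5% CO2; detection reagent 10 min RT; luminescence.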
Gal4-VP16 FLuc: Gal4-VP16 reporter inhibition counter-screen; Drosophila S2 Gal4-VP16 UAS-luciferase, luminescence, 20 h; Potency, µM (titrated, usually from 53.6 µM), for the others: at the top dose activity, negative = inhibition, actives largely listed as inhibitors; actives 3.5% (n = 310,000);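 also: Gal4-VP16 expression switched on by copper sulfate through the metallothionein promoter; potency is read from the fitted curve at half-maximal effect; % is scaled to controls: 0 for no effect and ±100 for the full control effect; nearly all actives have a fitted effect of over 50% in size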
Starred values were filed as active, the others as inactive; ? = inconclusive; nt = no result given; [ ] = remark or other dose. Unless noted, calls follow the shape of the dose curve; as a rule, active = well fitted curve in the direction sought with a large enough effect; inconclusive = small, poorly fitted or top-dose-only effect, or another doubt; inactive = no such curve, though single readings can be large; an effect the other way counts as inactive or inconclusive. Not all compounds are listed, so the mix of outcomes need not match the whole.

mol,Menin-MLL TR inh,BRCA1 expr up,Rab9 prom act,PKM2 activator,FLuc modulator,RORg inh,p53 reactivator,Giardia kill,NPC1 prom act,ELG1 genotox,Gal4-VP16 FLuc
Fc1ccc(C2CC(c3cccs3)=NN2C(=S)Nc2ccccc2)cc1 (configuration not stated),?,-4%,-1%,8%,3%,7.9µM*,-1%,-17,-3%,1%,-11%
CC(=O)Nc1nc(N(C)C)nc(N(C)C)n1,-15%,-1%,13%,2%,27µM*,-1%,3%,9,27%,?,1%
Cc1cc(Cl)ccc1OCC(=O)NNC(=O)c1ccco1,nt,53%,26%,-5%,9.5µM*,-4%,15%,-24,10%,?,-8%
OCC[C@H]1C[C@H](O)[C@@H](O)[C@@]2(CCc3ccccc3CO2)O1,nt,6%,-5%,nt,1%,nt,2%,20,-1%,1%,nt
COc1ccc(CN(C(=O)c2snc(C(N)=O)c2N)C(CC(C)C)C(=O)NC2CCCCC2)cc1 (configuration not stated),18%,-72%,-1%,-2%,2%,24%,-3%,45[activator],-10%,-3%,-9%
COc1ccc(C(=O)Nc2ccc3oc(-c4cccc(Cl)c4)cc(=O)c3c2O)cc1,nt,15%,0%,-1%,0%,12%,-2%,-2,0%,?,2%
CC(C)(/C=N/NC(=O)CSCc1ccc(Cl)cc1)CCC#N,-17%,-19%,-4%,1%,3%,0%,-5%,23,-2%,-2%,-24%
CC(C)(C)c1nn2cnnc2n(/N=C/c2cccc3ccccc23)c1=O,?,-4%,-1%,0%,-2%,3%,2%,33[activator],-1%,0%,3%
Cc1nn(CC(=O)NCCCN2CCCC2)c(=O)c2nn(-c3ccccc3)c(C)c12,-19%,-2%,-11%,-2%[0.46 µM],6%,-14%,7%,24,-5%,3%,-11%
Cc1ccc(N=Cc2cc(Cl)cc(Cl)c2O)nc1,4%,-69%,-8%,-10%,5%,?,16%,-8,-3%,-1%,?
COCCn1nnnc1C(c1ccccc1)N1CCN(c2ccccc2)CC1 (configuration not stated),-3%,-20%,-2%,0%,1%,-4%,-3%,3,-4%,2%,-1%
CCCN(C(=O)c1cccc(-n2cccc2)c1)c1c(N)n(Cc2ccccc2)c(=O)[nH]c1=O,nt,-1%,-2%,nt,8%,nt,-3%,13,-2%,0%,nt
COc1ccc(CN2C(=O)c3ccccc3C2C(=O)NC2CCC(C)CC2)c(OC)c1 (configuration not stated),?,-3%,-12%,8%,0%,7%,2%,8,-3%,5%,0%[10 µM]
O=C(Nc1ccc2c(c1)CCC2)c1cc(S(=O)(=O)Nc2ccc(F)cc2)c(Cl)cc1Cl,11%,-59%,-7%,-4%,?,?,11%,10,-4%,-6%,6.3µM*
CN(C(=O)c1cccnc1)c1nnc(-c2cccnc2)s1,-2%,-9%,11%,1%,-8%,23%,9%,14,9%,7%,-3%
O=C(O)C1C2C=CC3(CN(CC(O)COc4ccccc4)C(=O)C13)O2 (configuration not stated),-1%,-10%,1%,-2%,1%,-6%,-4%,7,-1%,0%,-9%
Cc1ccc(Cl)cc1NC(=O)c1ccc(CSc2nnnn2C)cc1,nt,19%,-4%,2%,?,0%,2%,-4,0%,1%,15%
Cc1cccc(C(=O)N[C@H](C(=O)Nc2cccc(S(=O)(=O)N3CCCC3)c2)C(C)C)c1,nt,-28%,0%,0%,1%,29%,-4%,15,1%,-2%,-2%
Cc1ccsc1-c1nc(CN(C)C(C2CC2)C2CC2)c(C)o1,-7%,-22%,-5%,1%,7%,-26%,-2%,-7,-3%,-1%,2%
COc1cc(-c2nnc(Cn3cc(C(F)(F)F)ccc3=O)o2)cc(OC)c1OC,2%,-27%,2%,-10%,-1%,8%,-6%,-1,0%,7%,3%
O=c1[nH]ncc(N2CCN(Cc3ccccc3)CC2)c1Cl,7%,0%,-5%,-14%,1%,-3%,8%,24,-5%,-2%,4%
COc1cc(/C=C2/C(=N)N3C(=NC2=O)SN=C3S(=O)(=O)C(C)C)ccc1OC(=O)c1ccco1,nt,-10%,0%,nt,13µM*,5%,8%,7,5%,5%,-8%
COc1ccccc1COC(=O)c1ccc(S(=O)(=O)N2CCOCC2)cc1,nt,10%,1%,nt,5%,nt,-2%,-8,-10%,5%,nt
O=C(Nc1ccc(N2CCOCC2)cc1)NC1CCCCC1,-16%,69%,21%,-11%,?,10%,?,-2,19%,8%,-16%
O=c1cc(N2CCCC2)c(-c2ccccc2)n[nH]1,7%,-2%,1%,-4%,2%,-14%,-2%,1,-1%,2%,-9%
CNc1ccc(Br)cc1C(O)c1ccccc1 (configuration not stated),nt,-5%,-1%,-7%,-2%,13µM*,-2%,0,-4%,1%,?
O=C(Cc1ccc(-n2c(=O)[nH]c3ccccc3c2=O)cc1)N1CCN(c2ccccc2)CC1,-26%,-2%,1%,6%,2%,-1%,-15%,-12,5%,-4%,?
CCN1CCN(CCCNC(=O)c2ccc3c(c2)N(Cc2ccccc2)CCS3)CC1,nt,-15%,-4%,nt,1%,1%,12%,4,-1%,-3%,11%
Cn1c(SCC(=O)N2CCN(c3ccccc3)CC2)nnc1-c1cc2ccccc2o1,-18%,-68%,-18%,6%,-4%,16%,5%,18,-6%,-6%,2%
CCCc1cc(C(=O)OC)c2ccccc2n1,-3%,2%,1%,1%,1%,-6%,3%,6,-4%,3%,-12%
CCn1c(CSc2ncccn2)nnc1SCC(=O)N1CCc2ccccc21,-1%,2%,4%,-3%,1%,12%,21%,6,0%,-2%,8%
Clc1nnc(N/N=C/c2ccccc2)c2ccccc12,?,-38%,?,-3%,2.7µM*,10µM*,?,9,21%,7.1µM*,?
Cc1occc1C(=O)N/N=C/c1ccc(-c2ccccc2)cc1,14%,?,0.4µM*,-17%,0.67µM*,13µM*,?,11,0.32µM*,0.16µM*,?
Cc1ccc(S(=O)(=O)N2CCC(C(=O)NC3CCCCC3C)CC2)cc1 (configuration not stated),0%,3%,8%,nt,1%,15%,-1%,7,2%,0%,-2%
Cn1c(Cn2c(=O)sc3ccccc32)nnc1SCc1ccccc1,-11%,-4%,-5%,20%,2%,-23%,13%,1,-6%,0%,1%
COc1ccc(NC(=O)c2ccc(NCCN3C(=O)CCC3=O)c([N+](=O)[O-])c2)cc1,41%[activator],-3%,-1%,-22%,?,3%,8%,11,-3%,-4%,10%
O=C(NCCN1CCOCC1)c1ccc(Cl)c(S(=O)(=O)N2CCCCC2)c1,-6%,-34%,-14%,4%,3%,32%,-14%,11,6%,-10%,4%
Cc1ccc(-c2cc(NC(=O)c3ccccc3[N+](=O)[O-])n[nH]2)cc1,?,0%,4%,-3%,?,?,nt,-6,2%,3%,4%
O=C(O)CCNC(=O)c1ccc(NC(=O)Cc2ccc(Cl)cc2)cc1,7%,29%,-4%,1%,1%,-1%,0%,-6,-1%,20%,-2%
O=C(CCn1c(=O)oc2ccccc21)NCc1ccc2c(c1)OCO2,-8%,-1%,-8%,5%,7%,-19%,0%,12,2%,3%,-15%
COc1cc(C(=O)N[C@H](C(=O)NC2CCCCCC2)C(C)C)cc(OC)c1OC,-2%,-9%,3%,-7%,1%,-24%,-3%,19,2%,4%,5%
CCN(CC)S(=O)(=O)c1ccc(N2CCOCC2)c(NS(=O)(=O)c2ccc(C)cc2)c1,-1%,0%,-1%,1%,-1%,-2%,-1%,-12,0%,0%,-22%
Cc1c2cnn(CC(=O)Nc3cccc(C(F)(F)F)c3)c(=O)c2c(C)n1Cc1ccccc1F,4%,-6%,0%,7%,-2%,33%,-5%,-9,5%,-1%,4%
Cc1cccc(N=Cc2[nH]c3ccc(Br)c(Cl)c3c2O)c1,12%,-42%,-2%,0%,-11%,-18%,26%,3,1%,3%,?
O=C(CN1CCOc2ccccc21)NCc1cccs1,0%,9%,6%,0%,3%,7%,?,17,1%,1%,3%
Cn1c(=O)n(C)c2cc([N+](=O)[O-])c(N3CCN(S(=O)(=O)c4ccccc4)CC3)cc21,8%,-69%,-5%,9%,2%,?,-8%,8,-4%,-8%,-5%
COc1ccc(-c2cc(C(=O)NNC3=NCCC3)c3c(C)nn(-c4ccccc4)c3n2)cc1,0%,-21%,2%,0%,-5%,0.32µM*,0%,-16,-22%,-8%,?
Cc1c(C(=O)N2CCN(Cc3ccccc3)CC2)sc2ncnc(N3CCOCC3)c12,0%,-21%,-2%,-8%,6%,-19%,-2%,9,-2%,-14%,-1%[0.365 µM]

High-throughput results as filed in PubChem BioAssay.
